Assay outcomes deposited in PubChem by The Scripps Research Institute Molecular Screening Center.
CHO-K1 Ca ag = nonselective activator or artifact in parental CHO-K1 cells | Fluo-8 calcium fluorescence; scaled to maximal ATP response, vehicle zero | activation, % at 3 µM | hit rate 0.48% among 360,000; in the data active means activation above about 15%;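 further: untransfected CHO-K1 host cells lacking M1 receptor as counterscreen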
OXTR potentiator = potentiates the human oxytocin receptor response; P30559; CHO-OTR cells, Fluo-8 calcium fluorescence, potentiator mode; 0% = oxytocin EC15, 100% = EC100; activation, % at 3 µM; AID 2445; hit rate 0.061% among 320,000;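 active means activation above that plate's cutoff, the mean activation of tested compounds plus 3 SD, cut at about 6.6% in these data, passing the limit was not always enough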;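 further: 100% uses oxytocin at 75 nM as the full agonist control; some results filed as inactive read as strong as hits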
Target sequence (P30559 whole entry, looked up): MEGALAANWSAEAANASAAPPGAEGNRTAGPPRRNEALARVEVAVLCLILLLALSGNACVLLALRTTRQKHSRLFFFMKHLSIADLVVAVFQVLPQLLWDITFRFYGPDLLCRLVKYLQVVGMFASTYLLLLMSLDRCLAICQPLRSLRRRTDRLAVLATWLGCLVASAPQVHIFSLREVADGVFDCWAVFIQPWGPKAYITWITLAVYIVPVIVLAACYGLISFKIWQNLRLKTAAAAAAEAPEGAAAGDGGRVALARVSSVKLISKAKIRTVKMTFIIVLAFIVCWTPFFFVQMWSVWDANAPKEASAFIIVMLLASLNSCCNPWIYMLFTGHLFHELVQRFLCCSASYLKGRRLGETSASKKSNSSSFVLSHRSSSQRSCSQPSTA
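Material: human OTR in CHO cells. Compound: 3.0 µM, one dose. Timing: compound 6 min at room temperature before oxytocin, 100 s read. Evaluation: % activation of max/min ratio relative to oxytocin controls. Replication: single well per compound, singlicate. Signal: Fluo-8 calcium dye fluorescence.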
V1aR counter = activates human V1a receptor in oxytocin agonist counter-screen. CHO-V1R cells, Fluo-8 calcium fluorescence, agonist mode; 0% DMSO, 100% 3 nM vasopressin. activation, % at 3 µM. hit rate 0.25% among 320,000;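 active means activation above the mean activation of all tested compounds plus 3 SD, per screening run, cut at about 20% in these data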;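 further: signal is peak over basal fluorescence ratio across a 100 second FLIPR read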
TAAR1 antag = human TAAR1 antagonism | inhibition, % at 3 µM | CHO RD-HGA16 TAAR1, Fluo-8 calcium fluorescence, antagonist | Q96RJ0 | hit rate 1.5% among 360,000;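 active means inhibition above a per-plate cutoff, the mean inhibition of test compounds on that plate plus 3 SD, cut at about 49% in these data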;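 further: 0% = DMSO plus EC80 beta-PEA response and 100% = DMSO alone without agonist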
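Test system – hTAAR1-expressing CHO RD-HGA16 cells, Gα16-coupled · Reagent – β-PEA at EC80 concentration, post-compound challenge · Compound dosing – 3 µM, single point · Timing – 140 s kinetic read after compound, 140 s after agonist · Detection – Fluo-8 intracellular calcium dye fluorescence, real-time kinetic reads · Control set – DMSO and EC80 PEA controls · Repeats – n of 1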
TAAR1 agonist = human TAAR1 agonism. Q96RJ0. activation, % at 3 µM. hit rate 0.99% among 360,000. AID 624467. CHO RD-HGA16 TAAR1, Fluo-8 calcium fluorescence; vehicle wells 0%, saturating PEA agonist 100%;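 active means activation above the mean activation of all test compounds in the run plus 3 SD, cut at about 38% in these data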
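Signal – calcium-sensitive Fluo-8 signal, excitation 470-495, emission 515-575 nm · System – RD-HGA16 (CHO) cells co-expressing Gα16 and hTAAR1 · Incubation – 17-24 h seeding, 75 min 37 °C dye, 30 min RT · Compound dosing – 3 µM single concentration · Repeats – no replicates (n 1)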
CHO parental Ca = signal in parental CHO cells, OX1R antagonist counter-screen; inhibition, % at 5.6 µM; parental CHO-K1, ATP-induced calcium, Fluo-8 fluorescence; hit rate 0.63% among 330,000; AID 463079;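 active means inhibition above that plate's mean sample inhibition plus 3 SD, cut at about 26% in these data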;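 further: 0% = ATP-challenged DMSO wells and 100% = DMSO wells without ATP; some compounds past the cut are filed as inactive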
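Material – parental CHO cells · Reagent – ATP stimulus · Compound – single nominal dose of 5.6 µM per compound · Detection – Fluo-8 fluorescence · Read-out basis – percent inhibition of calcium signal · Controls – ATP-challenged DMSO wells low, unchallenged DMSO wells high · Repeats – no replicates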
CHO-K1 Ca antag = M1 antagonist counterscreen hit in parental CHO-K1 cells; ATP-induced calcium, Fluo-8 fluorescence; inhibition, % at 3 µM; hit rate 0.6% among 360,000; AID 602250;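 active means inhibition above a per-plate cutoff, the plate's mean sample inhibition plus 3 SD, cut at about 24% in these data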;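 further: 0% = DMSO plus EC80 ATP and 100% = DMSO alone without ATP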
CHO-K1 Ca PAM = M1 PAM counterscreen hit in parental CHO-K1 cells | ATP EC20, Fluo-8 calcium fluorescence; 0% at ATP EC20, 100% at ATP max | activation, % at 3 µM | hit rate 0.02% among 360,000 | AID 602247;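 active means activation above the run cutoff, the mean activation of all test compounds plus 3 SD, cut at about 40% in these data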;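 further: peak over basal fluorescence ratio in a 140 s read after ATP addition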
CHRM1 agonist = human M1 muscarinic receptor agonism | AID 588814 | hit rate 0.33% among 360,000 | activation, % at 3 µM | CHO-K1 hM1, Fluo-8 calcium fluorescence, agonist mode; 0% DMSO, 100% acetylcholine EC100 | P11229;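 active means activation above the run's mean compound activation plus 3 SD, cut at about 16% in these data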;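 further: peak over basal fluorescence ratio within a 140 s kinetic read after compound addition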
Target sequence (P11229 whole entry, looked up): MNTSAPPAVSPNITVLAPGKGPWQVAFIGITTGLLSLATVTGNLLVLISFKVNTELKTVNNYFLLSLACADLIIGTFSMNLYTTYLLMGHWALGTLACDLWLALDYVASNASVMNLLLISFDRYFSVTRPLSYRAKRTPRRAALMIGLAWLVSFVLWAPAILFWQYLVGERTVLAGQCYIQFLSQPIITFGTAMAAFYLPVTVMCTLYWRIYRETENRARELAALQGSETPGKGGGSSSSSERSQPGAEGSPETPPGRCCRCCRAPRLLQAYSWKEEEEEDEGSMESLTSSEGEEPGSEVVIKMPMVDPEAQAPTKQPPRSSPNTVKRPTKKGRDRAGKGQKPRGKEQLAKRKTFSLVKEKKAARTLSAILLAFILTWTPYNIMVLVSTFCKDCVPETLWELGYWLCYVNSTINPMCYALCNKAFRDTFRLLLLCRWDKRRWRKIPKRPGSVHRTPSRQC
* hit, by the source's call; . = no result given.

SMILES | CHO-K1 Ca ag | OXTR potentiator | V1aR counter | TAAR1 antag | TAAR1 agonist | CHO parental Ca | CHO-K1 Ca antag | CHO-K1 Ca PAM | CHRM1 agonist
Cc1[nH]n(-c2ccccc2)c(=O)c1/C=C1\C=NN=C1c1ccccc1 | 3.2 | -5 | -0.6 | 35 | 1 | -7 | -6 | 23 | -1
C/C(=N\NC(=O)c1c[nH]c2ccccc12)c1ccc2c(c1)OCO2 | 0.0 | 1 | 0.7 | 13 | 4 | 2 | 11 | -10 | -5
CCOC(=O)c1c(NC(=O)C2CC2)sc(C)c1CC | 0.6 | -2 | 1.0 | 4 | 10 | -27 | -13 | 24 | -9
Cc1cc(C)n(CCNc2nc3nonc3nc2N2CCCCC2)n1 | 10 | -2 | -0.5 | -22 | 0 | 2 | -4 | 21 | -5
O=C(NCc1ccccc1)[C@@H]1CSC2c3ccccc3C(=O)N21 (stereo partly specified) | 0.6 | -3 | 0.8 | -12 | 25 | -14 | -5 | 19 | -5
COCCn1c(N)c(C(=O)NCC2CCCO2)c2nc3ccccc3nc21 (stereo unspecified) | 3.9 | -1 | 2.9 | 49* | 15 | -17 | -5 | 4 | -1
Cc1nc2ccccc2c(C)c1C(=O)c1ccccc1 | 0.3 | -17 | -1.2 | 4 | -1 | -5 | -12 | 22 | -8
CCn1c(COc2ccc(C)cc2)nnc1SCC(=O)NNC(=O)c1ccc(OC)cc1 | 0.4 | -5 | -1.2 | -31 | 2 | -19 | -10 | 30 | -8
Cc1cc(C(=O)N(C2CCCCC2)C2CCCCC2)no1 | -0.5 | -2 | -1.6 | 4 | 12 | -29 | -3 | 7 | -9
COc1ccc(NC(=O)CSc2nnc(-c3ccc(F)cc3)o2)cn1 | -0.3 | -2 | 0.7 | -5 | 2 | -9 | 6 | -18 | -4
CCc1c(C(C)S(=O)(=O)c2ccc(C)cc2)[nH]c(=O)n1-c1ccc(OC(F)(F)F)cc1 (stereo unspecified) | 1.4 | -3 | 1.9 | -4 | 3 | -14 | -6 | 22 | -1
NNC(=O)c1ccc(CSc2nc3ccccc3s2)cc1 | 4.4 | -6 | 4.2 | 13 | 3 | -15 | -9 | 19 | -3
CN(C)S(=O)(=O)n1cc(/C=C(\NC(=O)c2ccccc2Cl)C(=O)NCCCn2ccnc2)c2ccccc21 | 3.5 | -7 | 2.1 | 55* | 8 | -32 | -10 | 16 | -4
COC(=O)c1ccc(N2OC3(C)C=CC2CC3)cc1 (stereo unspecified) | 0.0 | -5 | -0.3 | -14 | 4 | -4 | -3 | -8 | 1
COc1cc(-c2nc3n(n2)C(c2ccncc2)C(C(N)=O)=C(C)N3)cc(OC)c1OC (stereo unspecified) | 0.3 | -7 | -1.0 | -13 | 1 | -7 | 3 | -12 | -1
Cn1nnnc1SCc1ccccc1F | -0.1 | -5 | 0.1 | 0 | 1 | 3 | -13 | 15 | -6
Cc1cc(C(=O)CCC(=O)N2CCN(S(=O)(=O)c3cccs3)CC2)c(C)s1 | 0.9 | 0 | -0.3 | 7 | 13 | -32 | 4 | 7 | 6
COc1ccc(S(=O)(=O)N(C)C)cc1NC(=O)COC(=O)c1nc2nccc(C)n2n1 | 0.3 | 1 | 0.9 | -19 | -1 | 3 | -9 | 7 | -6
O=C(OCC(=O)c1ccc(Cl)s1)c1cnccn1 | 0.7 | 4 | 0.4 | -27 | 0 | 2 | 5 | -12 | -3
CCOC(=O)c1ccc(-n2c(=O)[nH]c3ccccc3c2=O)cc1 | 1.4 | -4 | 1.4 | 4 | 1 | -12 | 4 | 14 | -3
CCOC(=O)c1sc(N)c(C#N)c1COC(=O)C1=COCCO1 | 0.1 | -7 | 1.0 | -1 | 1 | 14 | 7 | -17 | -2
O=C(CN1C(=O)NC2(CCCC2)C1=O)Nc1ccc(C(F)(F)F)cc1 | 0.0 | -13 | -0.2 | 0 | -3 | -4 | -1 | -2 | 2
O=C1COc2ccc(C(=O)COC(=O)c3sc4ccccc4c3Cl)cc2N1 | 0.9 | -10 | 1.1 | 11 | 2 | -5 | -1 | 11 | -5
c1ccc(-c2csc(-c3ccc(-c4csnn4)cc3)n2)cc1 | 4.3 | -3 | -0.8 | -35 | 1 | -17 | 8 | 1 | -2
Nc1ccccc1Nc1cccc(C(F)(F)F)c1 | 1.1 | -10 | -0.4 | 0 | 2 | -13 | -10 | 23 | -9
Cc1nc2cc(F)ccc2n1C1CCN(S(=O)(=O)c2ccccc2)CC1 | 2.9 | -15 | 5.2 | -16 | 10 | -13 | 5 | 1 | -2
COC(=O)C1(C)NC(c2ccco2)C2C(=O)N(c3ccc(F)cc3)C(=O)C21 (stereo unspecified) | 0.2 | -10 | 0.7 | -9 | 3 | -3 | -13 | 4 | -2
CC(CNS(=O)(=O)c1ccc(Br)cc1)CN(C)C (stereo unspecified) | -0.5 | -5 | -0.6 | -15 | 0 | 13 | -7 | -19 | -7
COc1ccccc1C(=O)NNC(=O)C1CCCO1 (stereo unspecified) | 0.2 | 4 | 0.5 | 2 | -1 | 6 | -16 | 8 | 0
CCOc1ccc(N(CCC#N)S(=O)(=O)c2ccc(OC)cc2)cc1 | 4.3 | -7 | 3.0 | 18 | 6 | -8 | -12 | 16 | -2
O=C(Nc1ccncc1)c1cc(C2CCCCN2C(=O)CCc2ccccc2)on1 (stereo unspecified) | 9.4 | . | . | -14 | 8 | . | -5 | 14 | 3
O=S(=O)(NCc1ccccc1)NCc1cccc(C(F)(F)F)c1 | -0.4 | -7 | -1.9 | -2 | -1 | -2 | -5 | 13 | -10
Clc1ccc(-c2nnc(SCc3cn4ccsc4n3)n2CC2CCCO2)cc1 (stereo unspecified) | 0.0 | -8 | 1.2 | 2 | -2 | -17 | -8 | 0 | -2
COc1ccc(NC(=O)NN2CCN(C)CC2)cc1OC | 0.5 | 0 | 1.0 | -4 | 2 | 12 | -11 | -2 | -1
COc1ccc(CC(=O)O/N=C(\N)c2ccncc2)cc1OC | 1.6 | . | . | -16 | 4 | . | 3 | -1 | 2
CC(C)C[C@H]1CN(CCCC[C@H]2CNC(=O)C(=O)N2CC2CCCCC2)C(=O)C(=O)N1CCc1ccc(O)cc1 | 0.3 | . | . | 20 | 1 | . | -9 | 9 | .
Cc1ccc(S(=O)(=O)N2CCN(C(=O)C(C)Cn3cncn3)CC2)cc1C (stereo unspecified) | 1.3 | 3 | 2.3 | -24 | -4 | -8 | -17 | -5 | -4
CC(NC(=O)NC(=O)c1cccc([N+](=O)[O-])c1)C1CC1 (stereo unspecified) | 0.5 | . | . | -27 | 2 | . | 2 | -21 | -2
CCN(CC(=O)NCc1cccs1)C(=O)c1cccc(S(=O)(=O)NC)c1 | 0.0 | -8 | -1.0 | 6 | 4 | -1 | 13 | -28 | 0
CCC(C)N(C(=O)COC(=O)C1CCN(S(=O)(=O)c2ccc(C)c(C)c2)CC1)C1CCS(=O)(=O)C1 (stereo unspecified) | -0.7 | -3 | -1.0 | -31 | 4 | -16 | -4 | 0 | -6

Entries of single compounds as entered above.
COc1ccc(NC(=O)NN2CCN(C)CC2)cc1OC in the list: CHO-K1 Ca ag: 0.5; OXTR potentiator: 0; V1aR counter: 1.0; TAAR1 antag: -4; TAAR1 agonist: 2; CHO parental Ca: 12; CHO-K1 Ca antag: -11; CHO-K1 Ca PAM: -2; CHRM1 agonist: -1
COc1ccc(NC(=O)CSc2nnc(-c3ccc(F)cc3)o2)cn1 in the list: CHO-K1 Ca ag: -0.3; OXTR potentiator: -2; V1aR counter: 0.7; TAAR1 antag: -5; TAAR1 agonist: 2; CHO parental Ca: -9; CHO-K1 Ca antag: 6; CHO-K1 Ca PAM: -18; CHRM1 agonist: -4

The list goes on.
SMILES | CHO-K1 Ca ag | OXTR potentiator | V1aR counter | TAAR1 antag | TAAR1 agonist | CHO parental Ca | CHO-K1 Ca antag | CHO-K1 Ca PAM | CHRM1 agonist
CC(C)NC(=O)COC(=O)c1cncc(Br)c1 | 0.1 | 5 | 1.1 | 15 | 2 | -9 | 4 | 14 | -5
Cc1cccc(NC(=S)N2CCCCCC2)c1C | 1.1 | . | . | -9 | 1 | . | -12 | 14 | -4
O=C(NNc1nc(N2CCOCC2)nc(N2CCOCC2)n1)c1ccccc1 | 0.8 | . | . | 1 | 1 | . | -16 | 22 | 0
CCOc1ccc(NC(=O)c2ccc(CSc3nnnn3C)cc2)cc1 | 1.8 | 2 | 2.7 | 7 | 1 | -5 | -9 | 21 | -7
COc1ccc(C(=O)NCC2OCCc3ccccc32)cc1 (stereo unspecified) | 0.2 | -2 | 0.9 | -7 | 2 | -11 | -3 | 14 | -3
COc1ccc(S(=O)(=O)NNC(=O)Nc2ccc(C)cc2)c(OC)c1 | 0.1 | -11 | -0.3 | -18 | 1 | -1 | -1 | -7 | 0
CCCn1c(SCC(=O)NCc2ccccc2Cl)n[nH]c1=O | 0.6 | -1 | -0.4 | -5 | 3 | -6 | -16 | 17 | -5
O=C(c1ccc(F)cc1F)N1CCN(c2ncccn2)CC1 | 0.1 | -9 | 0.9 | -1 | 6 | -12 | -3 | 14 | -4
CN1C[C@@H]2C(c3ccc(C(F)(F)F)cc3)C3(c4ccccc4)CC2(C3)[C@H]1c1ccccc1 (stereo partly specified) | 1.0 | 1 | 0.4 | -14 | 7 | -33 | -16 | 32 | -6
N#Cc1ccc(CN2CCN(C(=O)C3CC(=O)N(c4ccc5c(c4)OCCO5)C3)CC2)cc1 (stereo unspecified) | 0.9 | . | . | 2 | 2 | . | -1 | 8 | -2
CC(=O)N(C)N(C)c1cc(C)nc(N)n1 | -0.3 | -2 | 1.4 | -15 | 1 | -5 | 8 | -8 | -4
S=c1[nH]nc(-c2ccco2)n1/N=C/c1ccccc1Cl | 0.7 | -4 | 0.0 | 6 | 10 | -4 | -5 | 16 | -4
CCN(C(=O)CSc1nnnn1-c1ccccc1)c1c(N)n(Cc2ccccc2)c(=O)[nH]c1=O | 0.3 | -6 | -0.9 | 0 | 2 | -4 | 0 | 11 | -6
O=C1CC(c2ccccc2)CC2=C1C(c1ccccn1)Nc1ccccc1N2 (stereo unspecified) | 0.0 | -1 | 0.3 | 2 | 0 | -12 | -7 | -7 | -5
C#CCOCCOCCOCCNc1nc(N2CCN(C(=O)[C@H](CCCN=C(N)N)n3cc(C(N)[C@@H](C)CC)nn3)CC2)nc(N2CCN(C(=O)[C@H](CO)n3cc([C@@H](N)C(C)C)nn3)CC2)n1 (stereo partly specified) | 0.0 | -7 | 0.5 | 9 | 0 | -4 | 1 | -4 | -11
